Cycloheximide cs: affects cycloheximide protein synthesis inhibition readout, counter-screen | max response, % | 300,000 compounds, 12% hits | cell reporter, cycloheximide protein synthesis inhibition counterscreen; in the data active = max response mostly above about 13%, no sharp cut-off; inactive = mostly below about 14%; note: read at 38.3 µM for the half of the compounds with a filed dose; 0% is about no effect
AmpC inh no detg: AmpC beta-lactamase inhibition without detergent; P00811; AmpC nitrocefin hydrolysis, absorbance 480 nm, 0.0001% Triton; Potency, µM (highest dose often 57.1 µM), for inactives: at the top dose activity change, negative = inhibition, most hits filed as inhibitors; 330,000 compounds, 0.52% hits; AID 485341;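 note: potency is the fitted concentration of half-maximal effect; plate controls were no compound for no effect and no enzyme for full effect; nearly all actives have a fitted effect of over 20% in size; some results filed as inactive show a strong effect at the top dose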
Target sequence (P00811 whole entry, looked up): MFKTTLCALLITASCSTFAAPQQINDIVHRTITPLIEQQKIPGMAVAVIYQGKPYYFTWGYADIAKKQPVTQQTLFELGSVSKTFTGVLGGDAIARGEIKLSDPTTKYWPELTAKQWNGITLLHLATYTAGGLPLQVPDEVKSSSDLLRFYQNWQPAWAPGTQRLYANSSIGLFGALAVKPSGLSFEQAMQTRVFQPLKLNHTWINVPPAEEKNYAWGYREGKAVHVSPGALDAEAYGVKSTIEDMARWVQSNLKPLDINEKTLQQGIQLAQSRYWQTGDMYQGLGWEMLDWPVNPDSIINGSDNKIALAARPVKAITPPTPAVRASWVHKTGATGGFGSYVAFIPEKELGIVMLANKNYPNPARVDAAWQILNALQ
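20 mM phosphate pH 7.0 + 0.01% (detergent screen) or 0.0001% Triton X-100; 5.3 nM AmpC reagent; cpd preinc 15 min RT; nitrocefin (800 uM stock) to start; A480 q20 s × 4 min; Activity was normalised to no-enzyme and no-compound control wells.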
Shiga inhibitor: inhibitors of Shiga toxin in Vero cells. inhibition, % at 38.7 µM. 290,000 compounds, 9.2% hits. AID 2315. Vero cells, Shiga toxin protein synthesis inhibition reporter; in the data active = inhibition mostly above about 28%, no sharp cut-off; inactive = mostly below about 43%; note: 0% is about no effect
Pf growth 48h: P. falciparum growth inhibition at 48 hours (one generation). P. falciparum luciferase growth in erythrocytes, 48 h. Potency, µM (top dose mostly 28.7 µM), without a hit: at the top dose activity change, negative = inhibition, usual class: inhibitors. 310,000 compounds, 5.9% hits. AID 504832; note: potency is the fitted concentration of half-maximal effect; % is set by controls: 0 for no effect and ±100 for the full control effect
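Here the parasites carry a stable luciferase gene and grow inside erythrocytes in Albumax-based RPMI medium with compound for one erythrocytic cycle. Activity is scored as loss of luminescent signal.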
Pf growth 96h: inhibits malaria parasite growth, 96 h; 320,000 compounds, 6.9% hits; P. falciparum luciferase reporter growth, 96 h; Potency, µM (titrated, usually from 28.7 µM), for inactives: top-dose activity change, negative = inhibition, usual class: inhibitors; note: potency is the fitted concentration of half-maximal effect; % is set by controls: 0 for no effect and ±100 for the full control effect
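Parasite growth measured via integrated firefly luciferase reporter in P. falciparum. Infected erythrocytes at 2% hematocrit, 0.05% parasitemia final were treated 96 hours at 37 C under 5% CO2, and luminescence was read.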
LmPK inh: inhibitors of Leishmania mexicana pyruvate kinase; purified LmPK, Kinase-Glo ATP luminescence, 1 h; Potency, µM (top dose mostly 57.5 µM), for the others: at the top dose activity change, negative = inhibition, hits mostly inhibitors; Q27686; 290,000 compounds, 0.37% hits; AID 1721; note: potency is the fitted concentration of half-maximal effect; % is set by controls: 0 for no effect and ±100 for the full control effect
Target sequence (Q27686 whole entry, looked up): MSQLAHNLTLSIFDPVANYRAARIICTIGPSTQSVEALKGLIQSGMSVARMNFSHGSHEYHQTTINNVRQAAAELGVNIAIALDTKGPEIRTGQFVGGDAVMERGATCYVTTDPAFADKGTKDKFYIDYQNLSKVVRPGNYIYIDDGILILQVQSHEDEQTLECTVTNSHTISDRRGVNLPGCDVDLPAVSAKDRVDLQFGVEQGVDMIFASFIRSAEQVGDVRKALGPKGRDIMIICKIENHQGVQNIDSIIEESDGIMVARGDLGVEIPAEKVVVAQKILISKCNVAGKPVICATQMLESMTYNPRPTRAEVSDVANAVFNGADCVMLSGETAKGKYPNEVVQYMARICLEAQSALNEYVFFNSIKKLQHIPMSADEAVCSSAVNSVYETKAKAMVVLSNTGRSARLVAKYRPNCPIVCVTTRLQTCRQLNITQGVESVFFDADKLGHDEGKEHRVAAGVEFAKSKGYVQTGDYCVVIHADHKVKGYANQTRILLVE
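Kinase-Glo luminescence read after 1 h RT reaction of 0.1 nM LmPK with 0.5 mM PEP and 0.1 mM ADP. Activity scaled between uninhibited and enzyme-free controls.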
Tb PYK inh: inhibitors of Trypanosoma brucei pyruvate kinase; Q57TT1; TbPYK enzyme, Kinase-Glo Plus ATP luminescence, 45 min; Potency, µM (series often up to 76.8 µM), for inactives: top-dose activity, negative = inhibition, actives largely listed as inhibitors; 410,000 compounds, 0.12% hits; note: potency is the fitted concentration of half-maximal effect; % is set by controls: 0 for no effect and ±100 for the full control effect; nearly all actives have a fitted effect of over 50% in size
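Luminescent Kinase-Glo Plus end-point after 45 min room-temperature reaction of T. brucei pyruvate kinase started with 130 uM ADP (final). Buffer TEA 50 mM pH 7.2 with KCl, MgCl2, BSA, Tween-20; titration-based qHTS with fitted concentration-effect curves.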
Active calls of the source: *; ? = inconclusive; nt = not tested or not shown; & = joins results of further samples; [ ] = another dose, or the depositor's remark. Unless noted, calls come from the whole dose curve; as a rule, active = well fitted curve in the direction sought with a large enough effect; inconclusive = small, poorly fitted or top-dose-only effect, or another doubt; inactive = no such curve, though single readings can be large; an effect the other way counts as inactive or inconclusive. Not a hit list (roughly 22% active in at least one column).

SMILES	Cycloheximide cs	AmpC inh no detg	Shiga inhibitor	Pf growth 48h	Pf growth 96h	LmPK inh	Tb PYK inh
COc1ccc(-c2nc(CS(=O)(=O)CC(=O)NCCc3ccc(C)cc3)c(C)o2)cc1	10.2	-2.6%	4.7	11.5%	3.7%	-6.4%	-5.3%&-0.2%
COc1ccccc1N1CCN(CCCNC(=O)Nc2ccccc2)CC1	2.7	12.3%	13.5	11.7µM*	?	7.7%	-1.7%
CN1CCN(S(=O)(=O)c2ccc(NC(=O)c3ccco3)cc2)CC1	12.0	nt	47.4	-10.5%	-2.5%	2.6%	-4.8%
COCCn1c(N)c(N(Cc2ccccc2)C(=O)c2cc3ccccc3o2)c(=O)[nH]c1=O	0.9	-16.8%	13.0	245.4%[activator]	0.0%	-10.8%	2.8%
COc1ccc(-c2nc3c4ccccc4ccn3c2CN2CCOCC2)cc1OC	32.2*	96.0%[activator]	73.7*	-8.3%	-2.2%	2.4%	-1.4%
Cc1cc(C)cc(-c2nc(-c3ccncc3)no2)c1	11.0*	-4.7%	64.8	nt	?	-5.6%	-0.4%
Cc1ccc(-c2nc(-c3ccccn3)no2)cc1[N+](=O)[O-]	37.0*	14.7%	54.7*	91.7%[activator]	273.4%[activator]	14.1µM*	7.5%
COc1ccc(/C=C2/Sc3ccc(C(=O)NCCCN4CCOCC4)cc3NC2=O)cc1OC	-1.2	169.3%[activator]	-2.6	?	?	-0.9%	-4.6%
COc1ccc(OCC(=O)N2CCN(C(=O)c3ccco3)CC2)cc1	-4.6	3.4%	39.9	?	?	2.4%	-1.8%
COC(=O)[C@H](C)NC(=O)Nc1ccc(S(N)(=O)=O)cc1	-5.4	-6.2%	-20.2	15.3%	?	-3.2%	-9.4%
CSc1nc(N2CCOCC2)c2c(c1C#N)CC(C)(C)OC2	-2.1	21.8%	-7.2	7.0%	nt	4.9%	1.2%
CC(C)C1COC(c2cccc3ccccc23)=N1 (stereo not drawn)	76.3*	-13.5%	135.6*	180.4%[activator]	273.7%[activator]	?	-9.1%
Cn1c(NC(=O)/C=C/c2ccccc2)cc(=O)n(C)c1=O	33.7*	-7.1%	31.0	94.1%[activator]	10.9%	5.1%	-4.6%
O=C(NC1=NCCS1)c1sc2cc(F)ccc2c1Cl	76.9*	-37.7%	96.2*	141.5%[activator]	75.7%[activator]	3.8%	-8.3%
COc1ccccc1CNC(=O)Cn1ccc2cc(S(=O)(=O)N3CCCC3)ccc21	-1.8	-21.7%	-3.8	-12.8%	-1.5%	1.7%	-3.7%
Cc1cc(-c2csc(NC(=O)c3ccc(=O)[nH]c3)n2)c(C)n1Cc1ccccc1	3.0	-26.1%	-10.7	-3.9%	37.4%[activator]	0.5%	1.8%
COc1ccc(CNC(=O)c2cccnc2SC)cc1OC	-6.9	-7.5%	-13.1	-19.5%	50.3%[activator]	2.3%	2.8%
Cc1ccc(C)c(OCc2cc(C(=O)N3CCN(c4ccccc4)CC3)no2)c1	92.7*	2.8%	97.6*	3.8%	-8.0%	-8.4%	7.3%
Cc1ccccc1C(=O)OC1OC(=O)C(Cl)=C1Nc1ccccc1 (stereo not drawn)	0.4	6.31µM*	-2.0	-14.5%	5.1%	5.2%	1.6%
CCCCN(CC)C(=O)c1ccccc1Oc1ccccc1	-1.5	1.7%	13.7	?	?	3.7%	-11.0%
O=C(Nc1ccc(S(=O)(=O)N2CCOCC2)cc1)C1CCCCC1	-2.1	-6.4%	-10.7	-15.6%	nt	5.1%	6.1%
CCOC(=O)C1CCN(c2ncnc3cc(OC)c(OC)cc23)CC1	-2.7	11.2%	-19.5	-1.3%	-16.4%	1.6%	1.8%
CNS(=O)(=O)c1cccc(C(=O)OCc2cc(C(C)=O)ccc2OC)c1	-2.7	-23.4%	-5.4	56.4%[activator]	13.8%	6.1%	-6.9%
COC(=O)C(C)(C(=O)OC)c1ccc([N+](=O)[O-])cn1	-2.4	33.4%	3.7	-6.2%	63.5%[activator]	2.9%	13.6%
CCCCNC(=S)Nc1cccc(C(C)=O)c1	-3.3	-14.2%	-6.7	9.7%	-8.2%	-6.6%	-9.1%
COc1ccc(S(=O)(=O)NCCc2ccccc2)c2cccnc12	2.0	-11.9%	-2.9	nt	17.5%	-0.9%	0.4%
O=C(c1ccc(N2CCN(C(=O)c3ccc(F)cc3F)CC2)cc1)c1cccc(F)c1	7.8	27.8%	7.0	?	10.4µM*	-3.8%	-6.3%
Nc1c(C(=O)N/N=C/c2ccc([N+](=O)[O-])cc2)sc2nnc(-c3ccccc3)c(-c3ccccc3)c12	-4.0	-2.7%	1.8	-5.9%	9.0%	-10.9%	4.5%
O=C(COC(=O)/C=C/c1cccc(C(F)(F)F)c1)NC1CCCCCC1	nt	-14.6%	nt	2.7%	-2.9%	nt	-3.3%
COc1ccc(C(=O)c2c[nH]c(C(=O)NCc3cccnc3)c2)cc1	9.5	-26.7%	-3.9	?	?	0.6%	-5.4%
CCN(CC)S(=O)(=O)c1ccc(C)c(NC(=O)COC(=O)c2ccc(C)c(S(=O)(=O)N3CCOCC3)c2)c1	-5.0	54.7%	-11.3	nt	-5.9%	0.6%	nt
COc1ccc(C(CNC(=O)c2ccc(NS(=O)(=O)c3ccc(F)c(C)c3)cc2)N(C)C)cc1 (stereo not drawn)	nt	10.0%	nt	14.7µM*	-24.6%	nt	-3.1%
O=C(OCCc1cc2ccccc2c(=O)o1)c1ccc(C(F)(F)F)cc1	nt	-14.2%	nt	22.4%	25.0%	nt	0.9%
Cc1ccn(C)c(=N)c1	-8.9	-18.1%	-15.1	5.7%	-12.6%	-1.5%	-7.2%
Clc1ccc(CNc2nc(N3CCOCC3)nc(N3CCOCC3)n2)cc1	7.6	103.4%[activator]	-17.4	nt	?	7.5%	-19.8%
COc1ccccc1NC(=O)CSc1nc(O)cc(=O)[nH]1	-2.2	-33.4%	-8.1	-7.1%	nt	-0.4%	0.4%
Cc1cc(N2CCN(Cc3cn(C)nc3-c3ccccc3F)CC2)cc(C)n1	1.1	20.1%	-21.2	-1.0%	62.0%[activator]	-4.0%	2.1%
COc1ccc(Cc2noc(CN(C)CC3CCN(Cc4ccccc4)CC3)n2)cc1OC	-0.9	36.8%	-2.6	?	?	-4.1%	3.1%
Cc1nc(C(=O)NNC(=O)c2ccccc2)c(C(F)(F)F)o1	-0.5	-2.5%	-9.7	-9.2%	-2.8%	-3.3%	4.3%
COc1ccc2c(c1)CC/C2=N\OC(=O)c1cccc(C)c1	51.9*	-43.7%	138.6*	?	11.3%	-11.1%	-9.1%
CCn1c2ccccc2c2cc(/C=N/NC(=O)c3cc(O)cc(O)c3)ccc21	4.1	-2.7%	6.4	?	15.4%	8.6%	-0.2%
Cc1c(NC(=O)CSc2nnc(Nc3ccccc3)s2)c(=O)n(-c2ccccc2)n1C	-5.7	-29.1%	-4.2	-10.2%	?	-0.1%	-5.5%
Cc1cc(OCC(=O)N2CCC(C(=O)O)CC2)c2c3c(c(=O)oc2c1)CCC3	-3.7	-12.2%	0.9	39.1%[activator]	14.8%	-0.3%	0.7%
COC(=O)Cc1ccc(NC(=S)NCc2ccc(Cl)cc2)cc1	-2.3	-24.8%	-2.1	21.3%	33.3%[activator]	1.2%	-9.1%
O=C(CSc1n[nH]c(-c2ccccc2)n1)Nc1ccccc1O	-1.8	-31.4%	10.3	-0.1%	-4.4%	2.6%	-6.6%
CCCn1c(SCC(=O)Nc2nc(C)c(C(=O)OC)s2)nnc1C(C)C	-4.9	44.1%	15.3	?	6.3%	1.6%	1.1%
O=C(Nc1ncc([N+](=O)[O-])s1)C1COc2ccccc2O1 (stereo not drawn)	49.4*	-29.9%	93.4*	53.4%[activator]	?	-20.8%	-18.1%
COc1ccc(-c2c3c(=O)n(C)c(=O)n(C)c3cn2-c2cc(OC)ccc2OC)cc1	13.6	126.7%[activator]	-11.6	13.1µM*	-3.8%[5.75 µM]	0.7%	3.4%

Compound profiles, as listed above.
Record of COCCn1c(N)c(N(Cc2ccccc2)C(=O)c2cc3ccccc3o2)c(=O)[nH]c1=O : Cycloheximide cs = 0.9; AmpC inh no detg = -16.8%; Shiga inhibitor = 13.0; Pf growth 48h = 245.4%[activator]; Pf growth 96h = 0.0%; LmPK inh = -10.8%; Tb PYK inh = 2.8%
Record of COc1ccc2c(c1)CC/C2=N\OC(=O)c1cccc(C)c1 : Cycloheximide cs = 51.9*; AmpC inh no detg = -43.7%; Shiga inhibitor = 138.6*; Pf growth 48h = ?; Pf growth 96h = 11.3%; LmPK inh = -11.1%; Tb PYK inh = -9.1%

Further compounds:
SMILES	Cycloheximide cs	AmpC inh no detg	Shiga inhibitor	Pf growth 48h	Pf growth 96h	LmPK inh	Tb PYK inh
Cc1oc(-c2cccs2)nc1CS(=O)CC(=O)NCc1ccc2c(c1)OCO2 (stereo not drawn)	0.8	0.7%	11.1	57.1%[activator]	33.0%[activator]	1.4%	0.8%
O=P1(NC2CCCC2)COc2ccccc2OC1	3.2	-14.9%	-2.0	-6.3%	1.2%	4.8%	-0.8%
COCc1cc(=O)[nH]c(SC)n1	-3.4	1.3%	23.3	8.8%	64.8%[activator]	-1.2%	1.7%
Cc1ccc(NC(=O)C2CCN(C(=O)OC(C)(C)C)CC2)cc1S(=O)(=O)N1CCCCC1	nt	56.6%	nt	13.1µM*	?	nt	3.8%
O=C(COc1ccccc1[N+](=O)[O-])Nc1ccc(CN2CCOCC2)cc1	9.0	28.6%	7.7	1.9%	19.7%	-1.7%	-3.0%
Cn1c(CNC(=O)Cc2ccc3c(c2)OCO3)nnc1SCc1ccccc1	-6.6	-5.4%	-14.2	-5.9%	20.3%	-6.0%	-14.9%
Cc1ccc(-c2csc3ncnc(N4CCN(C)CC4)c23)cc1C	2.5	146.0%[activator]	1.6	?	42.6%[activator]	5.5%	-8.4%
Cc1ccc(NC(=O)COc2nsnc2N2CCOCC2)cc1Cl	-1.6	-0.6%	22.5	14.4%	22.4%	-1.2%	29.8%
N#Cc1c(NC(=O)c2nc3ncccn3n2)sc2c1CCCCC2	30.3*	-3.8%	58.4*	78.6%[activator]	13.4%	-7.0%	-9.9%
O=C(Cn1ncc2c3ccccc3n(Cc3ccccc3F)c2c1=O)N1CCC2(CC1)OCCO2	-2.3	9.0%	-20.0	-14.1%	16.5%	-0.6%	-2.3%
CN(C)C1CCN(Cc2cc(COCc3ccccc3)c3cccnc3c2O)C1 (stereo not drawn)	nt	28.8%&-12.2%	nt	0.828µM*	?	nt	1.0%
CC1=C(C(=O)Nc2cc(C(=O)N3CCN(c4cccc(C)c4)C(C)C3)ccc2C)SCCO1 (stereo not drawn)	1.3	80.7%[activator]	-4.3	?	29.7%	6.2%	-17.0%
CN(C)CCCn1c(-c2ccccc2)nc(=S)c2c1CCCC2	-0.9	-18.9%	11.3	-1.9%	8.6%	-4.1%	-2.9%
Cc1cccc(C(=O)Nc2c(C#N)c(C)c(C)n2Cc2ccccc2)c1	-1.7	-27.3%	-2.2	?	?	6.0%	12.8%

From PubChem
